Assay outcomes as filed in PubChem BioAssay.
MLL CXXC-DNA inh – MLL CXXC-DNA interaction inhibition; MLL-CXXC / FITC-HOXA9 DNA fluorescence polarization; 290,000 compounds, 0.037% hits; AID 2662; Potency, µM (highest dose often 115 µM), for the others: top-dose activity change, negative = inhibition, hits mostly inhibitors; Q03164; active = well fitted inhibition curve with a large enough effect in the polarisation, with a control signal flat, not every such curve was filed as active; inconclusive = small, poorly fitted or top-dose-only effect, or effect the other way, or a change in a side signal; inactive = no such curve, though single readings can be large or run the other way; the % refers to the polarisation; also: potency is read from the fitted curve at half-maximal effect
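Steps: dispense CXXC domain solution (7 uM) → pin compounds or unlabeled HOX-A9 DNA control → 5 min ambient → add FLSN-HOX-A9 solution (50 nM) → spin → 30 min ambient → fluorescence polarization. Tris pH 7.5/NaCl/DTT/BSA buffer.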
TSG101-PTAP inh – blocks PTAP/TSG101 interaction to inhibit HIV-1 budding; Potency, µM (highest dose often 115 µM), for inactives: at the highest dose activity change, negative = inhibition, most hits filed as inhibitors; Q99816; 340,000 tested, under 10 active; Fluorescence polarization, FITC-PTAP peptide / Tsg101 binding; active = well fitted inhibition curve with a large enough effect in the main read-out, with a control signal flat, not every such curve was filed as active; inconclusive = small, poorly fitted or top-dose-only effect, or effect the other way, or a change in a side signal; inactive = no such curve, though single readings can be large or run the other way; also: potency is read from the fitted curve at half-maximal effect; % of control where 0% means no effect
Target sequence (Q99816 whole entry, looked up): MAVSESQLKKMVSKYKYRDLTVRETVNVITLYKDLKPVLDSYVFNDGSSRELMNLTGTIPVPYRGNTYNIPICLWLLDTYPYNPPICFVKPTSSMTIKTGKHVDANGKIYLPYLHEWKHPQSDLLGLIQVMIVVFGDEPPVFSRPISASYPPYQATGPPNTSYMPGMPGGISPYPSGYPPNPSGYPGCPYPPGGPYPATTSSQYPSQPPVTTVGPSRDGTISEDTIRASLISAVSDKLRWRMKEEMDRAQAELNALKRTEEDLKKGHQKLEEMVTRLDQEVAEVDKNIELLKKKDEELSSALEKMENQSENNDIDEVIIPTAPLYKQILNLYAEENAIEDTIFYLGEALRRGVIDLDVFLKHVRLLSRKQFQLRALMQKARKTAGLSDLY
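Compounds were pin-transferred onto Tsg101 binding domain (10 uM final) in HEPES pH 7.5 buffer, then FITC-PTAP peptide was added at 50 nM final. After 20 min at RT, polarization reported peptide displacement across a qHTS concentration series.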
Menin MLL FP TR – displaces Texas Red mutant MLL peptide from human menin. Menin + Texas Red MLL mutant peptide, fluorescence polarization. Potency, µM (series often up to 61.6 µM), for the others: top-dose FP activity change, negative = inhibition, hits mostly inhibitors. 270,000 compounds, 0.23% hits; active = well fitted inhibition curve with a large enough effect in the polarisation, with a control signal flat, not every such curve was filed as active; inconclusive = small, poorly fitted or top-dose-only effect, or effect the other way, or a change in a side signal; inactive = no such curve, though single readings can be large or run the other way; the % refers to the polarisation; also: potency is read from the fitted curve at half-maximal effect; % of control where 0% means no effect; many of its hits are not listed in these tables
MBNL1 CUG block – blocks human MBNL1 binding to CUG repeat RNA | Q9NR56 | TR-FRET MBNL1-His/biotin-(CUG)12 binding, 665/545 ratio | Potency, µM (highest dose often 57.5 µM), without a hit: at the top dose activity change, negative = inhibition, most hits filed as inhibitors | 280,000 compounds, 0.036% hits | AID 2675; active = well fitted inhibition curve with a large enough effect in the signal ratio, with a control signal flat, not every such curve was filed as active; inconclusive = small, poorly fitted or top-dose-only effect, or effect the other way, or a change in a side signal; inactive = no such curve, though single readings can be large or run the other way; the % refers to the signal ratio; also: potency is read from the fitted curve at half-maximal effect; % is scaled to controls: 0 for no effect and ±100 for the full control effect
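Inhibition of protein-RNA binding appears as loss of TR-FRET between terbium anti-His antibody on MBNL1-His and streptavidin-XL665 on biotin-(CUG)12. Activity is normalized to buffer-only and uninhibited-complex controls.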
TCR activator – activates T cell receptor signaling; 330,000 tested, under 10 active; AID 504894; primary human leukocytes, anti-CD3, IL-2 HTRF, 48 h; Potency, µM (titrated, usually from 9.22 µM), for the others: at the highest dose activation of IL-2 secretion, actives largely listed as activators; also: % of control where 0% means no effect
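Primary human leukocytes receive a-CD3 beads and test compound and are incubated 48 hr. Secreted IL-2 is then assayed by HTRF, measuring 665nm acceptor emission after 320nm excitation of the europium donor.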
Mito fusion yeast – blocks mitochondrial division or promotes mitochondrial fusion | Potency, µM (titrated, usually from 46.1 µM), inactives show at the top dose growth rescue (activation), most hits filed as activators | 320,000 compounds, 0.23% hits | S. cerevisiae fusion-defective mutant growth rescue, CellTiterGlo 48 h;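 also: potency is read from the fitted curve at half-maximal effect; % of control where 0% means no effect; nearly all actives have a fitted effect of over 45% in size; temperature-sensitive fusion mutants such as fzo1-1 at 37 °C on non-fermentable ethanol glycerol medium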
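Compounds are tested for their ability to restore growth of mitochondrial fusion-defective yeast strains at non-permissive 37C in YPEG medium over 48 hours. Viability is quantified by luciferase luminescence.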
ASM inhibitor – human S-ASM enzyme inhibition. placental ASM, HMU-PC fluorogenic substrate, 60 min. Potency, µM (top dose mostly 57.5 µM), for the others: top-dose activity change, negative = inhibition, actives largely listed as inhibitors. 340,000 compounds, 0.006% hits. AID 504937; also: potency is read from the fitted curve at half-maximal effect
Target sequence (P17405 47-631 limits assumed): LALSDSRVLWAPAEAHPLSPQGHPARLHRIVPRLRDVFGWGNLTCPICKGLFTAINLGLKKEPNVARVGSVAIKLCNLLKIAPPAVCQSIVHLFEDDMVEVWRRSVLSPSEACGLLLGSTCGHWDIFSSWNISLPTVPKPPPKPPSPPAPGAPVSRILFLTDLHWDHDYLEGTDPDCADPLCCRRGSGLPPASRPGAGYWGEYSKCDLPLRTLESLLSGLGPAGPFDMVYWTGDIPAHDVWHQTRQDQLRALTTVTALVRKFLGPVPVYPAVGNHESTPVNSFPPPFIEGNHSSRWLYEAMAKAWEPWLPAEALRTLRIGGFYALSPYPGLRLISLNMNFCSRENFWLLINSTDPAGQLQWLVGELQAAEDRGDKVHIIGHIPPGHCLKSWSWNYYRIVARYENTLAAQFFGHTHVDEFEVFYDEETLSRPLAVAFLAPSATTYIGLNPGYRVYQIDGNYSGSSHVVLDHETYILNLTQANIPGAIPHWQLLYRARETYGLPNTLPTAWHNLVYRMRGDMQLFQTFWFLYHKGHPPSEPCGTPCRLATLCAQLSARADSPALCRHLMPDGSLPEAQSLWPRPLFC
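Human placenta-derived ASM enzyme was preincubated with compound for 10 minutes at room temperature, then given fluorogenic substrate HMU-PC0 (9 uM final) for 60 minutes at 37 °C; a pH 10 stop preceded fluorescence reading at Ex 386/Em 447 nm.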
TSHR antag – human thyrotropin receptor antagonism; P16473; TSHR-expressing cells, TSH-stimulated cAMP HTRF, 2 h; active compounds read low; activity change, negative = inhibition, % at 11.5 µM; 330,000 compounds, 0.2% hits;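 active = activity change below a set negative limit, meaning inhibition stronger than a set level, cut at about -70% in these data; inconclusive = activity change between two set negative limits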; also: % is scaled to controls: 0 for no effect and ±100 for the full control effect
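Cell-based HTRF cAMP assay; TSHR cells + compound, TSH EC80 (4nM final), 2 h, 37 deg C. Lysis with anti-cAMP cryptate and cAMP-d2, 30 min RT, read 665/620 nm.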
a7 integrin act – integrin-mediated muscular dystrophy alleviation activation. alpha7betagal myoblasts, beta-gal FDG fluorescence, 48 h. Potency, µM (series often up to 38.3 µM), for the others: at the highest dose activation, most hits filed as activators. 350,000 compounds, 0.064% hits. AID 624291;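 also: potency is read from the fitted curve at half-maximal effect; 100% = response of the positive control SU9516; nearly all actives have a fitted effect of over 60% in size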
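Alpha7betagal+/- myoblasts (passage 13) were plated 16-24 hr, then exposed to compounds (1:260 dilution of DMSO stock) for 48 hours at 37C. After MPER lysis, β-galactosidase reporter activity was read as FDG fluorescence (ex 480/em 540) after 30 minutes.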
AT treatment – potential ataxia-telangiectasia treatment; […] A-T fibroblasts, KAP-1 phosphorylation AlphaLISA; neocarzinostatin DNA damage 30 min before lysis; Potency, µM (top dose mostly 57.5 µM), for inactives: at the top dose activation, most hits filed as activators; 320,000 compounds, 0.19% hits; AID 485349; also: potency is read from the fitted curve at half-maximal effect; % of control where 0% means no effect; nearly all actives have a fitted effect of over 45% in size
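ATM-like activity read as KAP-1 phosphorylation via AlphaLISA donor/acceptor antibody pairs after lysis and 6 hr at 25C. Cells were ATM-null patient fibroblasts ([…], hTERT), dosed 60 min, then exposed to the DSB inducer NCS for 30 min.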
* hit, by the source's call; u = inconclusive; x = not tested or not shown; [ ] = dose if it differs, or a comment. Unless noted, calls follow the shape of the dose curve; as a rule, active = well fitted curve in the direction sought with a large enough effect; inconclusive = small, poorly fitted or top-dose-only effect, or another doubt; inactive = no such curve, though single readings can be large; an effect the other way counts as inactive or inconclusive. Not all compounds are listed; count on the stated rates, not on these rows.

SMILES	MLL CXXC-DNA inh	TSG101-PTAP inh	Menin MLL FP TR	MBNL1 CUG block	TCR activator	Mito fusion yeast	ASM inhibitor	TSHR antag	a7 integrin act	AT treatment
CCOc1ccccc1NC(=O)N1CCCC1C(=O)Nc1nnc(CC)s1 (stereo not drawn)	-2%	-4%	11%	6%	-10%	0%	2%	-1	9%	-8%
CC(=O)/C(=N/Nc1cccc(Cl)c1)Sc1nnc(C(O)c2ccccc2)n1-c1ccccc1 (stereo not drawn)	-3%	-4%	4%	-3%	-7%[46.1 µM]	-3%	1%	-3	-9%	3%
O=C1C(=O)N(C2CCS(=O)(=O)C2)C(c2cccc(O)c2)/C1=C(/O)c1ccc(Cl)cc1 (stereo not drawn)	31%[activator]	1%	0%	u	-4%	2%	-1%	2	14%	5%
CC(NC(=O)c1ccc(NC(=O)CC2SC(N3CCCC3)=NC2=O)cc1)c1ccc(F)cc1 (stereo not drawn)	x	0%	x	x	4%	-1%	4%	4	19%	-8%
NCCCC[C@@H]1NC(=O)c2cc([N+](=O)[O-])cc(I)c2SC[C@@H](C(N)=O)NC(=O)[C@H](Cc2ccc(O)cc2)NC1=O	u	-1%	6%	u	1%	0%	-8%	3	7%	9%
CCn1c(NCCCO)nc2c(c1=O)C(C)(CC)Cc1ccccc1-2 (stereo not drawn)	6%	-1%	x	x	-1%	8%	36%[activator]	1	-23%	6%
COCCN(C(=O)COC(=O)CCSc1ccc(F)cc1)c1c(N)n(Cc2ccccc2)c(=O)[nH]c1=O	x	0%	x	x	5%	-1%	-2%	0	18%	-1%
COc1ccccc1N1CCN(C(=O)CSc2nnc(NC(=O)C(C)C)s2)CC1	-1%	-2%	1%	0%	x	-7%	2%	-12	-23%	3%
CC(C)[C@@H]1CN=C(N)N1C[C@@H]1CCCN1C[C@H](C)N1C[C@@H](Cc2ccccc2)N(CCc2ccc(Cl)c(Cl)c2)C1=N	x	-5%	x	x	7%	x	-7%	-5	39%	7%
O=C(CSc1nnc(CNC(=O)c2ccco2)o1)Nc1ccccc1	-2%	-2%	5%	-10%	2%	-3%	4%	-1	-1%	0%
O=C(Nc1ccc(F)cc1)c1ccc(S(=O)(=O)N2CCOCC2)o1	1%	-5%	x	-11%	4%	0%	1%	-5	7%	1%
O=C(Nc1ccccc1)c1ccc(S(=O)(=O)NCc2ccco2)cc1	14%	1%	u	2%	8%	5%	0%	-4	-10%	2%
O=C(CCN1CCC2CCC(C2)C1)c1ccccc1 (stereo not drawn)	x	-2%	x	x	9%	x	2%	x	-18%	x
CS(=O)(=O)Oc1ccc(Br)cc1/C=C1/N=C(c2ccco2)OC1=O	5%	-2%	-1%	-27%	0%[46.1 µM]	-2%	-1%	13	-3%	4%
O=C(Nc1ccc2c(c1)OCO2)C(=O)c1c[nH]c2ccccc12	-11%	0%	x	-1%	12%	-4%	-3%	6	-21%	-5%
CCCOC(=O)c1cc(-c2ccc(/C=C3/C(=O)N(C)C(=O)C(C#N)=C3C)o2)ccc1Cl	x	-4%	x	x	-6%	x	1%	x	9%	x
CN1C(=O)C2(C(C#N)=C(N)N(c3cc(Cl)cc(Cl)c3)C3=C2C(=O)CC(C)(C)C3)c2ccccc21 (stereo not drawn)	20%	0%	-26%	1%	2%	1%	0%	x	-14%	x
COc1cc(S(=O)(=O)N2CCCCC2)ccc1NC(=O)c1ccncc1	1%	1%	10%	-5%	-8%	9%	-3%	4	0%	-4%
COc1cccc(-c2nnc(NC(=O)C3CCCCC3)o2)c1	9%	1%	2%	-2%	7%	-2%	-2%	10	5%	0%
CCCCNC(=S)N(Cc1c(C)noc1C)c1ccccc1	5%	-2%	2%	u	-1%[46.1 µM]	-1%	1%	-47	3%	23%
Cn1nc(C(F)(F)F)c(C(=O)Nc2ccc(F)cc2F)c1Sc1cccc(Cl)c1	1%	2%	x	0%	1%	6%	-6%	25	18%	8%
COc1ccc(S(=O)(=O)NCCC(=O)OCc2cc(=O)oc3cc(C)ccc23)cc1[N+](=O)[O-]	x	-2%	x	x	4%	2%	-1%	-15	3%	-5%
CCN(CC(=O)Nc1sc2c(c1C#N)CCC(C)C2)CC(=O)NC1CCS(=O)(=O)C1 (stereo not drawn)	2%	-1%	-7%	-7%	-5%	9%	0%	5	0%	2%
Cc1ccccc1C(=O)NC1CCS(=O)(=O)C1 (stereo not drawn)	1%	-3%	-2%	-2%	0%	-1%	-1%	8	-7%	-2%
CCCCn1c(N)c(N(CCOC)C(=O)c2ccc3c(c2)C(=O)N(c2ccccc2Cl)C3=O)c(=O)[nH]c1=O	x	-2%	x	x	-1%	x	1%	x	-15%	6%
SMILES	MLL CXXC-DNA inh	TSG101-PTAP inh	Menin MLL FP TR	MBNL1 CUG block	TCR activator	Mito fusion yeast	ASM inhibitor	TSHR antag	a7 integrin act	AT treatment
COc1ccc(S(=O)(=O)N2CCC(C(=O)N[C@H](C(=O)NCc3ccco3)C(C)C)CC2)cc1	2%	-5%	x	-2%	2%	-39%[inhibitor]	0%	2	-20%	-5%
CCOc1ccccc1NC(=O)C(NCC1(N2CCCCC2)CCCCC1)c1ccccc1 (stereo not drawn)	-5%	0%	u	-27%	1%	0%	6%	42	-34%[inhibitor]	2%
COc1ccc(CNC(=O)COC(=O)CCS(=O)(=O)c2ccc(C)cc2)cc1OC	x	0%	x	x	-7%	-6%	-1%	-1	-14%	-7%
CCNc1c(NS(=O)(=O)c2ccc(Cl)s2)c(=O)oc2ccccc12	2%	-5%	15%	-2%	-1%	5%	10%	7	0%	2%
CC(C)(C)C1CCc2c(sc3nc(SCC(N)=O)nc(N)c23)C1 (stereo not drawn)	2%	-14%	13%	u	-1%[46.1 µM]	8%	-11%	-14	-13%	-6%
COc1ccc(CCN2C(=O)CC(Cc3ccccc3)C2=O)cc1OC (stereo not drawn)	-4%	0%	x	2%	-6%	-15%	-1%	-15	-3%	5%
NCCCCCC(=O)N/N=C/c1ccc2nccnc2c1	22%	-5%	x	u	5%	-1%	3%	4	3%	-3%
CCOC(=O)CNc1c(-c2ccc(OC)cc2)nc2ccc(Cl)cn12	-11%	-8%	-3%	u	0%[46.1 µM]	28%	53%[activator]	-12	19%	4%
CCN(CC)S(=O)(=O)c1ccc(S(=O)(=O)N(CC(=O)Nc2ccccc2)Cc2ccco2)cc1	9%	-7%	u	-17%	-1%[46.1 µM]	-1%	-13%	-12	-22%	x
COc1ccc(OCC(=O)N(C)Cc2ccccc2)cc1	4%	-6%	2%	0%	-1%	-1%	2%	-10	5%	19%
CC1CN(CC(O)COC(c2ccccc2)c2ccccc2)CC(C)O1 (stereo not drawn)	0%	-2%	-3%	-10%	1%[46.1 µM]	-6%	5%	3	11%	-8%
COC(=O)c1c(C(=O)OC)c(-c2ccc(OC)cc2)n2c1CS(=O)C2 (stereo not drawn)	6%	0%	5%	2%	-3%	-4%	-1%	5	7%	4%
c1ccc(-c2ccc3c(c2)c2c4n3CCN=C4CCC2)cc1	-10%	-4%	-13%	u	-7%	-4%	-1%	5	-58%[inhibitor]	12%
COCCNC(=O)[C@H](CSCc1ccccc1)N1Cc2ccccc2C1=O	-6%	-2%	x	-8%	-6%	-6%	10%	-6	u	14%
O=C(NC(=S)N1CCN(c2ccc(C(F)(F)F)cc2[N+](=O)[O-])CC1)c1cccs1	8%	-4%	1%	5%	1%[46.1 µM]	19%	-5%	-7	-42%	-4%
CCOc1ccc(CCNC(=O)CCCn2nc(C)c3c(C)n(-c4ccccc4)nc3c2=O)cc1	18%	-6%	x	0%	5%	-1%	-3%	1	-27%	18%
O=C1NN(c2ccc(Cl)cc2)C(=O)/C1=C\c1ccc(-c2cccc(C(=O)O)c2)o1	-8%	-2%	u	-1%	-4%	-6%	-1%	-9	-6%	-2%
Cc1nn(C)cc1C1C2=C(CC(C)(C)CC2=O)OC2=C1C(=O)CC(C)(C)C2	0%	-6%	6%	17%	-2%[46.1 µM]	0%	3%	-2	9%	5%
CCCCn1c(N)c(N(C)C(=O)c2cn(-c3ccccc3)nc2-c2ccccc2)c(=O)[nH]c1=O	x	-6%	x	x	2%	-3%	-3%	2	0%	5%
CCSc1ncnc2sc(C)c(C)c12	-4%	-2%	8%	2%	-1%[46.1 µM]	-1%	0%	4	14%	-3%
COc1ccc(N(CC(=O)NCc2ccc(F)cc2)C(=O)CCC(=O)Nc2nccs2)cc1	-3%	0%	3%	-1%	6%	-7%	3%	-78*	-10%	2%
CN(C)c1ccc(NC(=O)CCCCCn2nnc3ccccc3c2=O)cc1	-3%	1%	-17%	11%	2%	-8%	0%	-1	22%	-10%
